# Apoferritin bind: qHTS Assay for Identification of Novel General Anesthetics; Potency, µM (titrated, usually from 77.5 µM), for the others: top-dose activity change, negative = displacement, hits mostly inhibitors; AID 485281, 2010; Ferritin light chain (Equus caballus), P02791; actives 0.074% (n = 350,000); apoferritin/1-aminoanthracene competitive binding, fluorescence; also: potency is read from the fitted curve at half-maximal effect; % is scaled to controls: 0 for no effect and ±100 for the full control effect; nearly all actives have a fitted effect of over 20% in size
#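 Steps: apoferritin (10 uM) was premixed with half-saturated 1-AMA in PBS, compounds were pin-transferred, plates stood 10 min at room temperature, fluorescence was read at 380/535 nm, and curves were fitted with a Hill equation.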
# ERG-DNA inh: qHTS for Small Molecule Inhibitors of the ERG Ets/DNA interaction. Potency, µM (series often up to 76.9 µM), for inactives: at the highest dose FP activity, negative = inhibition, hits mostly inhibitors. Transcriptional regulator ERG (Homo sapiens), P11308. fluorescence polarization, His-ERG Ets domain / labelled DNA. AID 624246, 2012. actives 0.028% (n = 370,000); active = well fitted inhibition curve with a large enough effect in the polarisation, with a control signal flat; inconclusive = small, poorly fitted or top-dose-only effect, or effect the other way, or a change in a side signal; inactive = no such curve, though single readings can be large or run the other way; the % refers to the polarisation;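 also: polarization taken with two DNA probes labelled with fluorescein and Texas red; potency is read from the fitted curve at half-maximal effect; % of control where 0% means no effect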
#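 His-tagged ERG Ets domain (1 uM in the protein solution; 300mM KCl, 50mM Tris-HCl, 1mM EDTA, 1mM DTT, pH 7.5) received compound, then a probe mix of 5 nM fluorescein-DNA and 100nM Texas-615-DNA. Fluorescence polarization was read for both dyes.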
# Pol kappa inh: qHTS for Inhibitors of Polymerase Kappa. DNA polymerase kappa (Homo sapiens), Q9UBT6. purified Pol kappa, fluorescent DNA synthesis assay, 10 min. Potency, µM (doses to about 107 µM), without a hit: at the top dose activity, negative = inhibition, usual class: inhibitors. actives 0.53% (n = 400,000); also: potency is read from the fitted curve at half-maximal effect; % is scaled to controls: 0 for no effect and ±100 for the full control effect
#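 Here, compound and 10 nM enzyme are combined for 15 min at room temperature; adding 50 nM substrate (final) starts DNA synthesis, tracked by fluorescence at 0 and 10 min against buffer-only wells.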
# BLM helicase inh: qHTS Assay for Inhibitors of Bloom's syndrome helicase (BLM); Potency, µM (doses to about 56.1 µM), for inactives: at the top dose activity change, negative = inhibition, usual class: inhibitors; actives 0.2% (n = 350,000); AID 2528, 2010; recombinant BLM DNA unwinding, fluorescence dequenching; RecQ-like DNA helicase BLM (Homo sapiens), P54132;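 also: potency is read from the fitted curve at half-maximal effect; plate controls were vehicle for no effect and no enzyme for full effect; nearly all actives have a fitted effect of over 35% in size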
# POLB inh: qHTS Assay for Inhibitors of DNA Polymerase Beta. P06746. actives 1.3% (n = 340,000). Potency, µM (highest dose often 114 µM), without a hit: top-dose activity change, negative = inhibition, most hits filed as inhibitors. Pol beta primer extension/strand displacement, fluorescence kinetic; also: potency is read from the fitted curve at half-maximal effect; % is scaled to controls: 0 for no effect and ±100 for the full control effect
#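 Homogeneous kinetic assay of primer extension and strand displacement by 10 nM Pol beta, preincubated 15 min at room temperature with compound before 50 nM substrate (final) was added. Read at 0 and 10 min; four-parameter Hill fit.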
# ALOX12 inh: Primary qHTS assay for inhibitors of human arachidonate 12S-lipoxygenase (ALOX12): Round 2; Polyunsaturated fatty acid lipoxygenase ALOX12 (Homo sapiens), P18054; purified 12hLO, xylenol orange hydroperoxide absorbance; Potency, µM (series often up to 108 µM), for inactives: at the highest dose activity change, negative = inhibition, usual class: inhibitors; actives 1.1% (n = 580,000); AID 1671190, 2021; also: potency is read from the fitted curve at half-maximal effect; % is scaled to controls: 0 for no effect and ±100 for the full control effect
# Target sequence (P18054 whole entry, looked up): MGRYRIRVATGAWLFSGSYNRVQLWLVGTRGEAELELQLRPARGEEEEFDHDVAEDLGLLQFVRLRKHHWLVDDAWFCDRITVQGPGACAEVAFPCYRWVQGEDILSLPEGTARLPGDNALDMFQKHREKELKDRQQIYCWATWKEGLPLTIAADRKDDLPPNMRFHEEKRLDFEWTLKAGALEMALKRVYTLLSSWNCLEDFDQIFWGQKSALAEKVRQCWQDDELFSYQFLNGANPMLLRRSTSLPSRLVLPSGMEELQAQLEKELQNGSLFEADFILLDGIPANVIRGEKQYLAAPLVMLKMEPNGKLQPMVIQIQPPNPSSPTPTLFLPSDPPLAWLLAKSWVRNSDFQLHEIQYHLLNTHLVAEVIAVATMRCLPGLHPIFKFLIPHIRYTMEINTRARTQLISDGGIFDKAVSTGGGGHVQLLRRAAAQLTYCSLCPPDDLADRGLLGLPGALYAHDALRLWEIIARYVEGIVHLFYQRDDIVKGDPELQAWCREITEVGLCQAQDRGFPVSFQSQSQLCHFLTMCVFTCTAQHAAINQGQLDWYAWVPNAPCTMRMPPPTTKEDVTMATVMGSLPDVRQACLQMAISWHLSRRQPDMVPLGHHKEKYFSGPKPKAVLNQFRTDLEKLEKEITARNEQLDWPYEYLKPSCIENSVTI
#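 Hydroperoxide product was detected by ferrous iron/xylenol orange as the 573 to 405 nm absorbance ratio. Arachidonic acid at 40 uM (final) was turned over for 30 min at room temperature by 150 nM human 12hLO, pH 7.0 Hepes buffer, after 15 min compound preincubation.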
# APE1 inh: qHTS Assay for Inhibitors of the Human Apurinic/apyrimidinic Endonuclease 1 (APE1); DNA repair nuclease/redox regulator APEX1 (Homo sapiens), P27695; actives 0.35% (n = 350,000); recombinant APE1, TAMRA/BHQ-2 abasic DNA cleavage fluorescence; Potency, µM (series often up to 65.8 µM), for inactives: at the highest dose activity change, negative = inhibition, actives largely listed as inhibitors;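 also: potency is read from the fitted curve at half-maximal effect; plate controls were vehicle for no effect and reference inhibitor for full effect; nearly all actives have a fitted effect of over 55% in size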
#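 Activity was derived from the fluorescence gain between first and third kinetic reads (60 s intervals, ex 525/em 598 nm) after 50 nM THF-abasic TAMRA/BHQ-2 duplex was added to 0.75 nM APE1 preincubated 15 min with compound.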
# TRHR ag: qHTS for Small Molecule Agonists and Allosteric Enhancers of Human TRH Receptor: Primary Screen for Agonists. activation, % at 2 µM. Thyrotropin-releasing hormone receptor (Homo sapiens), P34981. TRHR cells, calcium flux fluo-8, FDSS agonist mode. AID 493084, 2011. actives 0.18% (n = 360,000); in the data active = activation above about 30%; also: 0% is about no effect
# Target sequence (P34981 whole entry, looked up): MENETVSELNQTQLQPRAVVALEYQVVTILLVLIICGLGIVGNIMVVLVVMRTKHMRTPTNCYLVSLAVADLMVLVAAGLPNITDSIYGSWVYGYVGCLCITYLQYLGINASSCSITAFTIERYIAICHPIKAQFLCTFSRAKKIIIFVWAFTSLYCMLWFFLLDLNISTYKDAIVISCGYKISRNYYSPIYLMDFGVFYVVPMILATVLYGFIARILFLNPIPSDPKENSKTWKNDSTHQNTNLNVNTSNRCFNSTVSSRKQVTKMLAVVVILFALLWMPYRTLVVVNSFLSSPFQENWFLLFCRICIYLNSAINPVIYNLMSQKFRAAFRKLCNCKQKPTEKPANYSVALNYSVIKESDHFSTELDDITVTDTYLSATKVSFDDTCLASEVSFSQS
#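 TRHR-expressing cells loaded with fluo-8 calcium dye; 23 nL library compound pin-transferred, kinetic FDSS fluorescence (Ex 480/Em 530) recorded about 180 s for agonist-induced calcium release, before a 10 nM TRH EC20 addition for potentiator mode.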
# Pol iota inh: qHTS for Inhibitors of Polymerase Iota; DNA polymerase iota (Homo sapiens), Q9UNA4; Pol iota fluorescent replication assay, 10 min; Potency, µM (doses to about 115 µM), without a hit: at the top dose activity, negative = inhibition, actives largely listed as inhibitors; actives 1% (n = 390,000); also: potency is read from the fitted curve at half-maximal effect
#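 Fluorescent replication assay read twice, at 0 min and 10 min after adding 50 nM (final) substrate. Enzyme (10 nM) and compounds were first incubated 15 min at room temperature; enzyme-free buffer wells were negative controls.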
# * marks the source's active call; other numbers are inactive results; i = inactive; ? = inconclusive; nt = not tested or not shown; [ ] = dose if it differs, or a comment. Unless noted, calls follow the shape of the dose curve; as a rule, active = well fitted curve in the direction sought with a large enough effect; inconclusive = small, poorly fitted or top-dose-only effect, or another doubt; inactive = no such curve, though single readings can be large; an effect the other way counts as inactive or inconclusive.
Apoferritin bind	ERG-DNA inh	Pol kappa inh	BLM helicase inh	POLB inh	ALOX12 inh	APE1 inh	TRHR ag	Pol iota inh	canonical_smiles
-4%	5%	-5%	-2%	3%	11%	52%[activator]	-0.7	-5%	COc1ccc(CCNC(=O)C(=O)NCC2OCCN2S(=O)(=O)c2ccc(OC)c(C)c2)cc1 (stereo not given)
-24%	-5%	-12%	-10%	-9%	165%[activator]	-9%	nt	3%	CCOC(=O)c1nn(-c2cccc(OC)c2)c(-c2ccccc2)c1C(=O)c1ccccc1
?	nt	-21%	-8%	-16%	-13%	-6%	0.8	-10%	O=S(=O)(c1ccc2nc(COc3ccc(Cl)cc3Cl)[nH]c2c1)N1CCOCC1
5%	-6%	-15%	2%	0%	?	15%	-0.5	?	COc1cccc(-c2onc3ccc(C(=O)/C=C/N(C)C)cc23)c1
?	nt	-10%[60.1 µM]	-3%	0%	7%	-3%	-0.4	?	O=C(/C=C/Sc1ccccc1)c1ccccc1
-9%	18%	-11%	3%	2%	?	27%	0.0	3%	CCOC(=O)C1=C(c2ccccc2)NC(N)=NC1c1ccc(OCc2ccc(C(=O)OC)cc2)cc1 (stereo not given)
nt	-4%	-3%	nt	nt	-18%	-17%	0.4	18%	COc1ccccc1C(=O)NC(=O)COC(=O)c1cc[n+]([O-])cc1
nt	5%	-11%	nt	nt	0%	2%	-0.1	-9%	CC1(C2CC2)NC(=O)N(CC(=O)Nc2ccc(C(F)(F)F)cc2)C1=O (stereo not given)
nt	13%	-9%	nt	nt	1%	32%	-0.3	1%	COc1cc(-c2nnc(COC(=O)c3nn(CC(C)C)c(=O)c4ccccc34)o2)cc(OC)c1OC
-12%	-6%	-13%	-3%	28%	?	13%	-0.3	-12%	CC(C)C(c1nnnn1Cc1ccccc1)N1CCN(Cc2ccco2)CC1 (stereo not given)
-1%	11%	-14%	3%	79%	13%[57.4 µM]	-5%	0.1	10%	Cc1ccccc1-c1nc(CN2CCC(C(=O)O)CC2)c(C)o1
nt	1%	-1%	nt	nt	?	-2%	-0.1	18%	COc1ccc(-c2cn(CCC(=O)O)c(-c3ccc(Cl)nc3)n2)cc1
-14%	3%	-22%	-8%	-1%	-16%	nt	1.1	6%	Cc1ccc(NC(=O)c2nc(S(C)(=O)=O)ncc2N(Cc2ccco2)Cc2cccs2)cc1C
-15%	-5%	6%	-14%	5%	?	-12%	0.4	9%	O=C(C(=O)N1CCN(c2cccc(Cl)c2)CC1)c1c[nH]c2ccccc12
-21%	-2%	1%	-3%	13%	-14%	-3%	-0.4	27%	CC(C)=C1C2C=CC1C(C(=O)Nc1cccc(C)c1)C2C(=O)O (stereo not given)
-2%	6%	-6%	-3%	5%	-30%	nt	0.2	-2%	N#Cc1cc2c(=O)n3ccccc3nc2n(-c2nnc(SCc3ccc(F)cc3)s2)c1=O
-4%	-4%	-12%	-4%	?	5%	15%	0.3	86%[activator]	CCN(C(=O)CSc1ncnc2sc(C)c(C)c12)C1CCS(=O)(=O)C1 (stereo not given)
-1%	2%	-2%	0%	2%	?	0%	-0.1	72%[activator]	Cc1ccc(C(=O)N/C(=C\c2ccco2)C(=O)NC2CCS(=O)(=O)C2)cc1 (stereo not given)
-6%	-3%	-7%	-4%	-8%	-11%	-6%	-0.3	-7%[58.9 µM]	CC(C)(C)N/C=C(\C#N)S(=O)(=O)c1ccc(Br)cc1
-9%	nt	-7%	-16%	3%	?	-7%	nt	-5%	Cc1cccc(C(=O)Nc2nc(C)c(C(=O)Nc3ccc4c(c3)CCC4)s2)c1
-1%	-7%	0%	-10%	-7%	-2%	1%	-0.4	20%	CC(C)(C)[C@H]1C=C(C(=O)NC2CC2)O[C@@H](OCCCCO)C1
3%	0%	-9%	0%	8%	0%	-6%	0.4	19%	CNC(=O)c1ccccc1-c1cn(C)c2ccccc2c1=O
-12%	-12%	-13%	-6%	22%	-15%	-5%	-0.3	?	CCOc1ccccc1Nc1nc(-c2sc(NC(=O)c3ccco3)nc2C)cs1
-12%	5%	-4%	-5%	21%	0%	-1%	1.9	20%	Cc1ccc(Cl)cc1N(CC(=O)NC(C)c1ccccc1)S(C)(=O)=O (stereo not given)
nt	-1%	4%	nt	nt	178%[activator]	15%	-0.2	21%	CC(OC(=O)c1ccc(Cl)c([N+](=O)[O-])c1)C(=O)N1CCN(Cc2ccccc2)CC1 (stereo not given)
-7%	nt	0%	3%	-12%	?	11%	1.4	11%	Cc1cccc2sc(N(CCCN(C)C)C(=O)c3cc4ccccc4oc3=O)nc12
nt	-3%	-5%	nt	nt	-3%	2%	-0.1	-12%	COc1ccccc1NC(=O)C(C)OC(=O)CN1C(=O)C2CC=CCC2C1=O (stereo not given)
?	-1%	2%	-10%	?	?	-15%	0.0	-18%	COc1ccc(/C=C2\CCc3ccccc3C2=O)cc1O
nt	15%	-16%	nt	nt	-22%	43%	-0.2	44%[activator]	O=C(COc1ccc(F)cc1)NCC1(N2CCCCC2)CCCCC1
-4%	-3%	6%	-2%	1%	9%	-1%	0.1	36%[activator]	COCCNC(=O)c1cn(C)c2ccccc2c1=O
nt	-2%	-5%	nt	nt	-6%	14%	1.6	8%	C#CCOCCOCCOCCNc1nc(N2CCN(C(=O)CCCCCCCCCCNC(=O)[C@@H](CCSC)n3cc(CCO)nn3)CC2)nc(N2CCN(C(=O)CCCCCCCCCCNC(=O)[C@@H]([C@H](C)O)n3cc(C)nn3)CC2)n1
-14%	-10%	-2%	-1%	6%	-21%	1%	0.3	8%	O=C(NCC1CCCO1)c1onc(CSc2cccc(Cl)c2)c1C(=O)O (stereo not given)
7%	-2%	-2%	-8%	-23%	0%	31%[activator]	-0.3	-11%	O=C(O)c1ccc(Nc2ccc(Cl)c(Cl)c2)c([N+](=O)[O-])c1
nt	-21%	-1%	nt	nt	5%	18%	-0.3	15%	O=C(NCC1CCCN1S(=O)(=O)c1cccs1)c1ccc(F)c(F)c1 (stereo not given)
-11%	-1%	-23%	-3%	3%	-16%	nt	-1.1	?	CCCN(C(=O)Nc1cn(CC(C)C)c(=O)c2ccccc12)c1ccc(F)cc1
?	2%	-17%	0%	3%	13%	-3%	-0.6	27%	COc1ccc(C)cc1NC(=O)C(C)N(c1ccc(C)cc1)S(C)(=O)=O (stereo not given)
6%	-10%	-6%	-2%	-13%	36%[activator]	6%	0.3	19%	COc1cccc(-c2c(C(=O)N/N=C(\C)c3cccnc3)nnn2-c2nonc2N)c1
-7%	-5%	6%	4%	5%	5%	-6%	0.4	-6%	C=CCOc1cccc(CNn2nnnc2N)c1
2%	-1%	-1%	-7%	0%	nt	-4%	1.5	51%[activator]	CNC(=S)N(CCc1ccc(OC)c(OC)c1)C1CC(=O)N(c2ccccc2)C1=O (stereo not given)
nt	nt	-10%[60.1 µM]	nt	12%[57.1 µM]	nt	2%	nt	4%[58.9 µM]	Cc1ccccc1CNc1ncnc2c1ncn2C1OC(CO)C(O)C1O (stereo not given)
?	-5%	-12%	-18%	-2%	?	3%	0.0	?	O=C(NNc1ccc(C2CCCCC2)cc1)C(O)(c1ccccc1)c1cccs1 (stereo not given)
-10%	1%	-2%	-7%	13%	0%	19%	-0.8	10%	COc1cc2c(cc1C1C(C#N)=C(N)OC3=C1C(=O)CC(C)(C)C3)OCO2 (stereo not given)
-22%	-6%	?	-20%	25µM*	-9%	22µM*	-1.6	?	O=C(CN1CCN(S(=O)(=O)/C=C/c2ccccc2)CC1)NC(=O)NCc1ccco1
-8%	-11%	-20%	-5%	7%	30%[activator]	-8%	-0.4	41%[activator]	COC(=O)c1ccc(S(=O)(=O)N2CCc3ccccc32)cc1
-18%	-1%	-6%	-2%	18%	?	3%	-0.3	13%	CC(=O)Nc1cc(-c2ccccc2)ccc1O
-11%	-21%	-15%	-4%	3%	i	-6%	1.7	60%[activator]	CC(=O)c1sc(N/N=C/c2ccc(C(C)C)cc2)nc1C
-10%	-2%	-10%	-4%	11%	?	2%	0.4	8%	O=C1CCCc2c1cc(C(=O)NC1CCSC1=O)c(=O)n2-c1ccccc1 (stereo not given)
nt	2%	4%	nt	nt	-26%	-14%	1.5	39%[activator]	O=C(CN1C(=O)NC2(CCCC2)C1=O)Nc1nc2ccc(F)cc2s1
-19%	-2%	2%	2%	-20%	2%	55%	-0.2	44%[activator]	COc1ccc(OC)c(CCNC(=O)c2sc3nc4n(c(=O)c3c2C)CCC4)c1
-13%	12%	0%	-2%	74%	5%	-11%	4.0	37%[activator]	O=C(c1ccc(S(=O)(=O)N2CCCCCC2)cc1)N1CCN(c2ccccc2)CC1
-13%	3%	-27%	5%	-1%	0%	nt	0.6	4%	Cc1ccc(C(=O)c2oc3ccccc3c2NC(=O)Cc2coc3cc(C)ccc23)cc1

# An excerpt, so the mix of outcomes need not match the whole.
